GIRK2 act: GIRK2 channel activators by thallium flux | 34,000 tested, under 10 active | P48051 | HEK293 GIRK2/NPY4 cells, thallium flux fluorescence | activation (% efficacy), % for hits at 37.5 µM;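 active = primary screen hit, no activity in plain HEK293 cells, and in GIRK2-only cells above 5% efficacy rising with concentration; inactive = the rest, including fluorescent compounds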;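 note: efficacy is normalized control-subtracted fluorescence 15 s after thallium addition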
Target sequence (P48051 whole entry, looked up): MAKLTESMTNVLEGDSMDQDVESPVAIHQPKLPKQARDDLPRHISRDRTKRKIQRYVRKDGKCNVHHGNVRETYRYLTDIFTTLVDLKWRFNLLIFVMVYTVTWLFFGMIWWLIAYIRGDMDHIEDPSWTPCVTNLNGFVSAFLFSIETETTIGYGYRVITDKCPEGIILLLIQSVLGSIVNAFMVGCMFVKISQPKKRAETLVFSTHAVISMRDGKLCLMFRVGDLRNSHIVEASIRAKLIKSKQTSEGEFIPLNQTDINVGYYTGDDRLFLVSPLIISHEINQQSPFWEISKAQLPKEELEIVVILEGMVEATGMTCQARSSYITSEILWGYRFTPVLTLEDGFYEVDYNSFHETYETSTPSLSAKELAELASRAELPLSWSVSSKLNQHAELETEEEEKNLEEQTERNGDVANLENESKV
Calls only; i = inactive.

SMILES | GIRK2 act
CC(NC(=O)C(=O)NCC1CCN(C(=O)Nc2ccc(F)cc2)CC1)c1ccccc1 (stereo not drawn) | i
CN1C(=O)N(C)C2(CCN(C(=O)c3ccc4c(c3)OCO4)CC2)C1=O | i
O=C(CCN1C(=O)c2ccccc2S1(=O)=O)Nc1ccc(Cl)cc1 | i
COc1ccc(OC)c(NC(=O)Nc2c(C)nc3sccn3c2=O)c1 | i
CCC(C)NC(=O)c1cc2cccc(OC)c2oc1=O (stereo not drawn) | i
COc1ccc(CNC(=O)Nc2ccc(CC(=O)N3CCOCC3)cc2)cc1OC | i
CCOc1coc(C(=O)Nc2nc3ccc(C)cc3s2)cc1=O | i
Cc1ccnc(Nc2ccc(NCCNC(=O)c3ccco3)nn2)c1 | i
CC(C)C(=O)Nc1ccc(S(=O)(=O)NCCCN2CCOC(c3ccccc3)C2)cc1 (stereo not drawn) | i
Cc1ccc(CNC(=O)Cn2ccn(-c3ccc(F)cc3)c(=O)c2=O)cc1 | i
O=C(CCOc1ccccc1)N(CCN1CCOCC1)c1nc2c(Cl)cccc2s1 | i
O=S(=O)(c1ccccc1)c1nc(-c2cccs2)oc1NCc1ccco1 | i
Clc1cccc(CSCc2nc3ccccc3[nH]2)c1 | i
O=C(Cc1cccs1)NCC1COC2(CCCCC2)O1 (stereo not drawn) | i
Cc1cccc(NC(=O)c2ccc3nn(CC(=O)N4CCc5ccccc5C4)c(=O)n3c2)c1 | i

Not a retest: an excerpt of the list.
SMILES | GIRK2 act
O=C(CCOc1ccccc1)N(CCN1CCOCC1)c1nc2c(Cl)cccc2s1 | i
O=S(=O)(c1ccccc1)c1nc(-c2cccs2)oc1NCc1ccco1 | i
Clc1cccc(CSCc2nc3ccccc3[nH]2)c1 | i
O=C(Cc1cccs1)NCC1COC2(CCCCC2)O1 (stereo not drawn) | i
Cc1cccc(NC(=O)c2ccc3nn(CC(=O)N4CCc5ccccc5C4)c(=O)n3c2)c1 | i

Additional entries.
SMILES | GIRK2 act
COc1ccc(CCNC(=O)CCc2c(C)nn(-c3nc(C)cc(=O)[nH]3)c2C)cc1OC | i
COc1ccc(-c2cn(CC(=O)Nc3c(C)cccc3C)nc2N(C)C)cc1 | i
CCCCOc1ccc(NC(=O)NCc2cnn3ccccc23)cc1 | i
O=C(NC1CCCCC1N1C(=O)CSC1=O)c1cc(-c2cccs2)[nH]n1 (stereo not drawn) | i
CC(O)(CNS(=O)(=O)c1ccc(OC(F)(F)F)cc1)c1ccc2c(c1)OCO2 (stereo not drawn) | i
O=C(Nc1ccccc1NC(=O)c1cccnc1)Nc1ccccc1C(F)(F)F | i
CCOc1ccccc1-n1nnc(C(=O)NCC2CCCO2)c1C (stereo not drawn) | i
COc1ccc(N2CC(c3nnc(SCC(=O)c4ccc(Cl)cc4)o3)CC2=O)cc1Cl (stereo not drawn) | i
O=C(Nc1ccc2ncsc2c1)C1CCCN1S(=O)(=O)c1ccc(Cl)s1 (stereo not drawn) | i
Cc1ccc(S(=O)(=O)N2CCCCC2CC(=O)Nc2ccon2)cc1 (stereo not drawn) | i
CC(C)c1ccc(N2C(=O)C3N=NN(CC(=O)Nc4ccc(Cl)cc4Cl)C3C2=O)cc1 (stereo not drawn) | i
Cc1nc(NCCNS(=O)(=O)N(C)C)cc(N2CCOCC2)n1 | i
O=S(=O)(Cc1cccc(F)c1)NCC1CCN(Cc2ccsc2)CC1 | i
O=S(=O)(CCCOc1ccc(F)cc1)N1CCN(c2ncccn2)CC1 | i
COc1ccc(C(CNC(=O)C(=O)NCc2ccc(C)cc2)N2CCOCC2)cc1 (stereo not drawn) | i

Given tab-delimited: 3 of the compounds above
structure	GIRK2 act
O=C(NC1CCCCC1N1C(=O)CSC1=O)c1cc(-c2cccs2)[nH]n1 (stereo not drawn)	i
O=C(Nc1ccc2ncsc2c1)C1CCCN1S(=O)(=O)c1ccc(Cl)s1 (stereo not drawn)	i
CCOc1ccccc1-n1nnc(C(=O)NCC2CCCO2)c1C (stereo not drawn)	i

New compounds follow:
SMILES | GIRK2 act
COc1cccc(-c2cc(CC(=O)Nc3ccc4c(c3)OCO4)no2)c1 | i
O=C(Nc1ccc2c(c1)CN(S(=O)(=O)c1ccccc1)CC2)Nc1cccs1 | i
Cc1ccc(-c2ccc(N3CCN(C(=O)C4CC4)CC3)nn2)cc1 | i
CCn1c(=O)c2c(nc3n(-c4cc(OC)ccc4OC)c(-c4ccccc4)cn23)n(C)c1=O | i
COC1CCN(C(=O)Cn2cnc3ccccc32)CC1 | i
Cc1cccc(NC(=O)Nc2c(C)nc3ccccn3c2=O)c1 | i
O=C(NCCCn1cccc1)c1c(F)cccc1F | i
COc1cc(C(=O)N2C(=S)C(c3ccc(C)cc3)=NC2(C)C)cc(OC)c1OC | i
Cc1ccc(Oc2cccc(C(=O)NCc3ccc(F)cc3)c2)nn1 | i
Cc1ccc(NC(=O)CCc2csc(NC(=O)c3ccc(Cl)cc3)n2)cc1C | i
O=C(COc1ccccc1F)N(Cc1ccccn1)Cc1ccco1 | i
COC(=O)c1ccc(NC(=O)CCCn2nc(-c3cccc(OC)c3)ccc2=O)cc1 | i
Cn1cccc1C(CNS(=O)(=O)c1cc(F)ccc1F)N1CCCCCC1 (stereo not drawn) | i
CN(C)C(CNC(=O)C(=O)Nc1ccc(F)c([N+](=O)[O-])c1)c1ccco1 (stereo not drawn) | i
COc1ccc(CNC(=O)C(=O)Nc2cc(F)ccc2F)cc1 | i
CCOC(=O)CCC(=O)Nc1ccc2c(c1)N(C(=O)c1ccco1)CC2 | i
COCCNC(=O)Cc1csc(SCC(=O)c2ccccc2)n1 | i
CC(O)CNC(=O)C(=O)Nc1c2c(nn1-c1cccc(Cl)c1)CS(=O)(=O)C2 (stereo not drawn) | i
CCOc1ccc(-c2ccc(=O)n(CCCC(=O)N3CCCc4ccccc43)n2)cc1 | i
CCOC(=O)Cn1c(C2CC(=O)N(c3cccc(C)c3C)C2)nc2ccccc21 (stereo not drawn) | i
COc1ccc(-c2c(C)nn(C)c2N)cc1OC | i
CNC(=O)c1cn(-c2ccc(SCC(=O)Nc3ccccc3Br)nn2)cn1 | i
O=C(NCCCn1nc(-c2ccc(F)cc2)ccc1=O)Nc1ccc(F)c(F)c1 | i
O=C(NCC(O)(c1cccs1)C1CC1)C1(c2ccc(Cl)cc2)CCCC1 (stereo not drawn) | i
CNC(=O)CCc1csc(NC(=O)c2ccc(Cl)cc2)n1 | i
COc1ccc(CN2N=NC3C(=O)N(c4ccc(Cl)cc4)C(=O)C32)cc1Br (stereo not drawn) | i
Cc1ccc(S(=O)(=O)c2nc(-c3ccccc3)oc2N2CCC(C(N)=O)CC2)cc1 | i
CS(=O)(=O)N1CCC(CNC(=O)C(=O)NCc2ccc(F)cc2)CC1 | i
COc1ccc(NC(=O)c2ccc(Br)o2)cc1N1CCCCC1=O | i
Cc1ccc(-n2cc(C(=O)NCc3cccs3)nn2)cc1C | i
Cn1nc(C2CCN(C(=O)Nc3cccs3)CC2)n(-c2ccccc2)c1=O | i
COc1cccc(N2C(=O)N(c3cccc([N+](=O)[O-])c3)C3CS(=O)(=O)CC32)c1 (stereo not drawn) | i
O=C(c1ccc([N+](=O)[O-])o1)N1CCC(Cn2cnc3ccccc32)CC1 | i
CCc1ccc(S(=O)(=O)N2CCCN(CCn3nc(C)cc3C)CC2)s1 | i
CCOC(=O)N1CCN(S(=O)(=O)CCCOc2ccc3c(c2)OCO3)CC1 | i
CN1CCN(n2c3c(c(SCC(=O)Nc4ccc5c(c4)OCCO5)nc2=O)CCCC3)CC1 | i
O=C1C[N+]2(CCCCC2)CC(Cn2c3ccccc3c3ccccc32)O1 (stereo not drawn) | i
Cc1ccc(-c2c(NCc3ccccc3)oc3c2c(=O)n(C)c(=O)n3C)cc1 | i
CCOC(=O)CCC(=O)N1CC(c2nc(C)no2)C1 | i
O=C(Nc1cccc(-c2cnc3n2CCC3)c1)c1ccc(Br)o1 | i
O=C(CN1CC(c2nc(-c3ccsc3)no2)C1)NCc1ccc(F)cc1 | i
O=C(NCC1CCN(C2CCCC2)CC1)NC(c1ccccc1)c1ccccc1 | i
Cc1cc(-c2nnc(NC(=O)c3cc4ccccc4o3)o2)nn1C | i
CSCCC(C)(O)CNS(=O)(=O)c1ccccc1 (stereo not drawn) | i
Cc1nc(N2CC(C)OC(C)C2)nc(Nc2ccc(F)cc2)c1[N+](=O)[O-] (stereo not drawn) | i
CCn1c(SCC(C)=O)nnc1-c1cn(C)nc1OC | i
O=C(NCc1ccccc1)C1CCN(Cc2nncn2-c2ccccc2F)CC1 | i
Cc1ccc(S(=O)(=O)CCCC(=O)Nc2cc(C)on2)cc1 | i
COc1ccc(-c2cc(=O)n(CC(=O)N3CCc4ccccc43)cn2)cc1 | i
COc1ccc(Cl)cc1C(=O)NCCOc1ccccc1 | i
COc1ccc(Cc2nnc(C3CCN(C(=O)c4ccc(=O)n(C)n4)CC3)s2)cc1 | i
COc1ccc(CCNS(=O)(=O)c2ccccc2F)cc1OC | i
CCCOc1cccc(C2C(C(=O)c3cccs3)=C(O)C(=O)N2CCCN(C)C)c1 (stereo not drawn) | i
CC(C)(C)OC(=O)N1CCC(CO)CC1 | i
COc1ccc(S(=O)(=O)CCC(=O)Nc2cccc(-c3nc4ccccc4o3)c2)cc1 | i
Cc1ccccc1NC(=O)NCCNc1ccc(Nc2ccccn2)nn1 | i
COC(=O)c1sc2ccccc2c1NC(=O)c1ccn(C)n1 | i
COCCn1c(SCc2ccc(OC(F)(F)F)cc2)nc2cc(C(=O)OC)ccc2c1=O | i
COc1ccc(S(=O)(=O)CCC(=O)Nc2nnc(-c3cc(C)n(C)n3)o2)cc1 | i
CC(C)(C)c1ccc(C(=O)NCCOc2ccccc2)cc1 | i

Three of these compounds in a different format.
mol	GIRK2 act
COc1ccc(Cl)cc1C(=O)NCCOc1ccccc1	i
COc1ccc(Cc2nnc(C3CCN(C(=O)c4ccc(=O)n(C)n4)CC3)s2)cc1	i
COc1ccc(CCNS(=O)(=O)c2ccccc2F)cc1OC	i

Remaining list, next part:
SMILES | GIRK2 act
COc1cn(CC(=O)NCc2ccco2)c(CSc2nncn2C)cc1=O | i
COc1ccc(C(=O)CSc2nc(CC(=O)NCc3ccco3)cs2)cc1 | i
O=C(CCc1ccccc1)NCCCCN1CCOC(c2ccccc2)C1 (stereo not drawn) | i
O=C(CCCCCn1c(=S)[nH]c2ccccc2c1=O)NCCCN1CCOCC1 | i
COc1ccc(Cl)cc1NC(=O)C1CN(C(C)=O)C1 | i
COc1ccc(S(=O)(=O)N2CCC(C(=O)Nc3c4c(nn3C)CCC4)CC2)cc1 | i
Cc1cc(C(=O)Nc2nnc(CCSc3ccccc3)o2)on1 | i
O=c1nc(SCc2ccc([N+](=O)[O-])cc2)c2c(n1CCCO)CCC2 | i
COc1ccccc1N1CCN(CC(O)COCCOc2ccc(Br)cc2)CC1 (stereo not drawn) | i
C/C=C/C(=O)Nn1cnc2c(cnn2-c2ccccc2)c1=O | i
Cc1nc(-c2ccccc2)sc1CC(=O)Nc1ccccc1C(N)=O | i
COC(=O)N1CCC(CNS(=O)(=O)c2ccc(C(F)(F)F)cc2)CC1 | i
O=C(c1ccc2c(c1)OCO2)N1CCN(c2ccc(Nc3cccnc3)nn2)CC1 | i
O=C(C1CCCC1)N1CCc2ccc(NS(=O)(=O)c3ccccc3Cl)cc21 | i
Cc1cc(N2CCCCC2)nc(NCCNS(=O)(=O)N(C)C)n1 | i

Part of the list above, in CSV form.
Molecule,GIRK2 act
COc1ccc(C(=O)CSc2nc(CC(=O)NCc3ccco3)cs2)cc1,i
C/C=C/C(=O)Nn1cnc2c(cnn2-c2ccccc2)c1=O,i

(listing goes on)
SMILES | GIRK2 act
COc1cc(C)c(C)cc1S(=O)(=O)NCC1(O)CCCC1 | i
CCNc1cc(C)nc(NCCNS(=O)(=O)c2ccc3c(c2)OCCO3)n1 | i
COc1cc(C(=O)Nc2ccc3c(c2)N(C(=O)C2CC2)CC3)cc(OC)c1OC | i
Cc1cc(NC(=O)C(=O)NCCc2csc3nc(-c4ccccc4F)nn23)no1 | i
O=C(c1ccc(S(=O)(=O)N2CCOCC2)o1)N1CCc2ccccc2C1 | i
O=C(NC1(c2nc(-c3cnccn3)no2)CCCCC1)C1COc2ccccc2O1 (stereo not drawn) | i
COC(=O)Cn1c(=NC(=O)c2ccnn2C)sc2cc(S(C)(=O)=O)ccc21 | i
COc1ccc(-c2ccc(=O)n(CCCC(=O)Nc3nccs3)n2)cc1OC | i
COc1ccc(S(=O)(=O)Nc2ccc(OC)c(N3CCCC3=O)c2)cc1 | i
CC(C)S(=O)(=O)c1cccc(C(=O)Nc2ncnc3sccc23)c1 | i
Cc1ccc(N(C)S(=O)(=O)c2ccsc2-c2nc(-c3ccc(F)cc3)no2)cc1 | i
CN(Cc1ccccc1)S(=O)(=O)c1ccc(-c2nc(C#N)c(N3CCCCC3)o2)cc1 | i
O=C(CCc1csc(NC(=O)c2ccccc2)n1)NCCc1ccc(F)cc1 | i
Cc1csc(NC(=O)C2CCN(c3ccc(-c4ccccc4C)nn3)CC2)n1 | i
O=C(CN1N=NC2C(=O)N(c3ccc(Br)cc3)C(=O)C21)Nc1cccc(F)c1 (stereo not drawn) | i
COC(=O)Cn1c(=O)c2c(nc3n(-c4cc(OC)ccc4OC)c(-c4ccccc4)cn23)n(C)c1=O | i
CC(NC(=O)C(=O)Nc1c2c(nn1C(C)(C)C)CSC2)c1ccccc1 (stereo not drawn) | i
O=C(NCc1ccc2c(c1)OCO2)C(=O)NCC1CCN(C2CCCC2)CC1 | i
O=C(NCCS(=O)(=O)N1CCN(c2ccccn2)CC1)C12CC3CC(CC(C3)C1)C2 | i
CCOCCCNC(=O)C(=O)Nc1c2c(nn1-c1ccc(F)cc1)CS(=O)(=O)C2 | i
CSCCC(C)(O)CNC(=O)C(=O)NCCc1ccccc1 (stereo not drawn) | i

Not all compounds are listed; the hit share may differ from the screen's.
